Compound activity (PubChem BioAssay)
TCR-CD3 inh – inhibitors of human TCR-CD3 interaction. TAMRA-labeled TCR probe fluorescence, biochemical. AID 651800. 360,000 compounds, 0.37% hits. inhibition, % at 9.4 µM; in the data active means inhibition above about 19%;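 further: recombinant mutant TCR 2C K166C tagged with TAMRA read by polarization; 0% = receptor in buffer alone and 100% = receptor with positive control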
TDP2 absorb – blocks human TDP2 phosphodiesterase activity. AID 720702. inhibition, % at 12.8 µM. 370,000 compounds, 0.34% hits. recombinant TDP2, T5PNP hydrolysis, p-nitrophenol absorbance 415 nm. O95551;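 active means inhibition above the mean of all tested compounds plus 3 SD, set per campaign, cut at about 25% in these data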;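 further: 0% = DMSO with enzyme and 100% = buffer with substrate but no TDP2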
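System – recombinant human TDP2 · Amount – 120 nM TDP2 per well · Buffer or medium – Mg2+-containing Tris-HCl buffer, pH 7.5 · Reagent – T5PNP substrate, 5 mM · Dosing – 12.8 µM single point, 1% DMSO · Incubation – 2 h at 37 °C · Measured by – epi absorbance · Read-out basis – percent inhibition · Benchmarks – high control without enzyme, low control DMSO plus TDP2 · Repeats – singlicate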
HTRA1 inh – inhibitors of human serine peptidase HTRA1 | Q92743 | recombinant HTRA1, FP-rhodamine activity-based probe, fluorescence polarization | inhibition, % at 5.96 µM | 340,000 compounds, 0.5% hits | AID 504803; in the data active means inhibition above about 36%;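 further: 0% = enzyme with DMSO and 100% = wells lacking enzyme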
rCAG binder – molecules binding r(CAG) RNA repeats. r(CAG) RNA repeat, TO-PRO-1 dye displacement fluorescence. inhibition, % at 3 µM. 370,000 compounds, 1.3% hits;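 active means inhibition above the plate cutoff, the mean of all test compounds on that plate plus 3 SD, cut at about 35% in these data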;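 further: 0% = DMSO alone and 100% = 100 µM mitoxantrone as full dye displacement; higher means more dye released from RNA so lower well fluorescence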
ABHD4 inh – inhibits mouse alpha/beta hydrolase domain 4; purified mABHD4, FP-Rh probe fluorescence polarization; 370,000 compounds, 0.54% hits; inhibition, % at 8.92 µM; Q8VD66;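 active means inhibition exceeding the mean over every tested compound plus 3 SD, cut at about 30% in these data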;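 further: 0% = plate median of compound wells and 100% = S159A mutant with DMSO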
Target sequence (Q8VD66 whole entry, looked up, the tested form may be a part): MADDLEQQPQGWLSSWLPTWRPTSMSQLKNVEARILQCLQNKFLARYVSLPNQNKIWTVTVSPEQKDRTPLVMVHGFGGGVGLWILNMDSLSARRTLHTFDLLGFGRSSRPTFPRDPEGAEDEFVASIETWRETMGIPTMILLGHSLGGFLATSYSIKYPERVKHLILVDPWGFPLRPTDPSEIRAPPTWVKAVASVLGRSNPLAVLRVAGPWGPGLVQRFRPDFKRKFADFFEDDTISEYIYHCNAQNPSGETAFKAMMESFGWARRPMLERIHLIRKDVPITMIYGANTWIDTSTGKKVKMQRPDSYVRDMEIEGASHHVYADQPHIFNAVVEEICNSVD
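assay system = mABHD4 protein | compound dosing = single nominal dose of 8.92 µM, 0.89% DMSO final | read-out basis = percent inhibition of probe binding, normalized to plate controls | schedule = Enzyme–compound pre-incubation 45 min, then probe 60 min, both 25 °C | detection = fluorescence polarization, excitation 525 nm, emission 598 nm, BODIPY TMR filters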
GC-B act – GC-B (human) receptor activation; HEK293-GC-B cells, CNP EC30, cGMP TR-FRET; 0% at EC30 CNP, 100% saturating CNP; activation, % at 10 µM; 370,000 compounds, 0.11% hits; AID 1920062;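 active means activation at 10 µM reaching about 35% in either raw or pattern-adjusted values, limit read from the data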
PRMT1 inh – blocks human protein arginine methyltransferase 1; 370,000 compounds, 1.3% hits; recombinant PRMT1, activity-based probe fluorescence polarization; inhibition, % at 2.79 µM; Q99873; AID 652257;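 active means inhibition above about 21% made by adding two undisclosed values, limit read from the data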
LEDGF integ inh – blocks HIV-1 LEDGF/p75-dependent DNA integration. TR-FRET IN-LEDGF/p75 DNA integration, Eu/Cy5. inhibition, % at 3.7 µM. 370,000 compounds, 0.64% hits. AID 743269;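 active means inhibition above the screen-wide mean plus 3 SD, cut at about 13% in these data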;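 further: signal is the Cy5 over europium emission ratio at 671 and 618 nm; 0% = plate median of compound wells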
SIAE primary – human SIAE inhibition, primary screen; 370,000 compounds, 0.69% hits; SIAE FP-Rh probe binding, fluorescence polarization; inhibition, % at 9.66 µM; Q9HAT2;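 active means inhibition above a cutoff: mean of compounds within the control limits plus 3 SD of those, cut at about 17% in these data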;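 further: 0% = plate median of compound wells and 100% = probe without SIAE protein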
MBD2 inh – blocks human MBD2 binding to methylated DNA; TR-FRET, MBD2 binding to methylated oligonucleotide; Q9UBB5; inhibition, % at 4.4 µM; AID 686964; 370,000 compounds, 0.31% hits; in the data active means inhibition above about 13%
Target sequence (Q9UBB5 whole entry, looked up): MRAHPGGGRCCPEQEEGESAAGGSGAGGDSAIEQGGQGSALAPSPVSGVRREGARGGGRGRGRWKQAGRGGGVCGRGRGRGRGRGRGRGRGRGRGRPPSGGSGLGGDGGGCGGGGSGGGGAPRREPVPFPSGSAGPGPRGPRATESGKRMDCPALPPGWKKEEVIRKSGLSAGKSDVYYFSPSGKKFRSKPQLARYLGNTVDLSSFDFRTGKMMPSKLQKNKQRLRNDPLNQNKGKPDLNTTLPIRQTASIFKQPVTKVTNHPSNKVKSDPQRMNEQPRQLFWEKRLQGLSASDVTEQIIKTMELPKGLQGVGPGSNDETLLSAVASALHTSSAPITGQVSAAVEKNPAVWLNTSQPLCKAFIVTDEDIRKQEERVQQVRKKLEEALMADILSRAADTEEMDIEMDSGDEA
Active calls of the source: *; x = no result given. This is a subset, so the mix of outcomes need not match the whole.

SMILES	TCR-CD3 inh	TDP2 absorb	HTRA1 inh	rCAG binder	ABHD4 inh	GC-B act	PRMT1 inh	LEDGF integ inh	SIAE primary	MBD2 inh
CC(C)(C)c1oc(C(=O)O)cc1CN1CCOCC1	-2	-3	2	0	-5	0	-1	7	9	-5
COc1ccc(CNC(=O)CSc2nnc3c(n2)[nH]c2ccc(C)cc23)cc1	2	-9	7	2	-8	-1	10	0	-8	8
COc1ccc(S(=O)(=O)N2CCC(C(=O)NCCC(=O)Nc3cccc(Cl)c3)CC2)cc1	1	18	-9	1	-1	-3	-1	2	6	0
CC(C(=O)NC(=O)NC1CCCCC1)N1CCN(c2ccc(O)cc2)CC1 (stereo not given)	-7	6	9	8	27	2	18	0	10	-8
CCOC(=O)C1(C)CCCN(C(=O)c2cccnc2SC)C1 (stereo not given)	0	3	x	-1	-5	-6	-5	0	6	2
C[C@@H](C(=O)NCC1CCCO1)N1C(=O)N2CCc3c([nH]c4ccccc34)[C@@]2(C)C1=O (stereo not given in full)	9	-4	8	-4	-1	5	-5	-1	6	0
O=[N+]([O-])c1ccccc1/C=C/C=N/N1CCCCC1	4	4	3	-4	2	x	-3	2	4	0
COc1ccc(N(CC(=O)Nc2cccc(C(C)=O)c2)S(C)(=O)=O)cc1OC	-4	0	3	0	3	-3	0	2	-4	4
COc1ccc(C(=O)/C=C/Nc2cc(C)on2)cc1	-10	18	-4	-2	-3	-2	-4	11	-1	2
COc1cccc(C2=NOC(C(=O)Nc3c(C)n(C)n(-c4ccccc4)c3=O)C2)c1 (stereo not given)	-1	4	11	-1	4	4	5	-5	-1	6
O=C(N1CCOCC1)C1(c2ccc(Cl)cc2)CCCC1	5	-7	1	0	0	-7	-1	-1	3	0
O=C1CSC(c2cccnc2)N1CC1CC1 (stereo not given)	2	0	-3	-2	3	4	-1	3	4	5
COc1ccc(N(C(=O)Cn2cnc3ccccc32)C(C(=O)NC2CCCCC2)c2ccccc2)cc1 (stereo not given)	-10	-8	-14	-4	-4	-11	-1	0	0	-4
O=C(CCC(=O)N1CCOc2ccccc21)N1CCN(c2ccccc2)CC1	-4	2	-6	-1	1	10	55*	-3	5	-1
CC1CCN(S(=O)(=O)c2ccc(NC(=O)C3CCN(C(=O)c4ccco4)CC3)cc2)CC1	-5	-24	-3	4	-5	-4	3	7	-7	-2
S=C(N/N=C/c1ccc(Br)cc1)N1CCCCC1	-4	17	17	-1	6	8	4	-2	1	-1
NC(=O)c1cccc2c(=O)oc3ccccc3c12	-1	-2	-2	-1	0	-3	4	2	-1	1
O=C(c1ccco1)N1CCN(c2nc3ccccc3c(=O)n2-c2ccccc2)CC1	11	0	2	-7	-2	-3	0	0	-7	-6
COc1cc(CN2CCCCCC2)c([N+](=O)[O-])cc1OC	-3	13	4	7	6	0	1	0	5	-2
COc1ccc(NC(=O)CCC(=O)Nc2nnc(C3CCCCC3)s2)cc1	-6	-13	6	2	3	-5	3	4	3	0

14 compounds out of the list, sorted by SMILES length, falling:
SMILES	TCR-CD3 inh	TDP2 absorb	HTRA1 inh	rCAG binder	ABHD4 inh	GC-B act	PRMT1 inh	LEDGF integ inh	SIAE primary	MBD2 inh
C[C@@H](C(=O)NCC1CCCO1)N1C(=O)N2CCc3c([nH]c4ccccc34)[C@@]2(C)C1=O (stereo not given in full)	9	-4	8	-4	-1	5	-5	-1	6	0
COc1ccc(S(=O)(=O)N2CCC(C(=O)NCCC(=O)Nc3cccc(Cl)c3)CC2)cc1	1	18	-9	1	-1	-3	-1	2	6	0
COc1cccc(C2=NOC(C(=O)Nc3c(C)n(C)n(-c4ccccc4)c3=O)C2)c1 (stereo not given)	-1	4	11	-1	4	4	5	-5	-1	6
COc1ccc(CNC(=O)CSc2nnc3c(n2)[nH]c2ccc(C)cc23)cc1	2	-9	7	2	-8	-1	10	0	-8	8
CC(C(=O)NC(=O)NC1CCCCC1)N1CCN(c2ccc(O)cc2)CC1 (stereo not given)	-7	6	9	8	27	2	18	0	10	-8
O=C(CCC(=O)N1CCOc2ccccc21)N1CCN(c2ccccc2)CC1	-4	2	-6	-1	1	10	55*	-3	5	-1
COc1cc(CN2CCCCCC2)c([N+](=O)[O-])cc1OC	-3	13	4	7	6	0	1	0	5	-2
O=[N+]([O-])c1ccccc1/C=C/C=N/N1CCCCC1	4	4	3	-4	2	x	-3	2	4	0
CCOC(=O)C1(C)CCCN(C(=O)c2cccnc2SC)C1 (stereo not given)	0	3	x	-1	-5	-6	-5	0	6	2
O=C(N1CCOCC1)C1(c2ccc(Cl)cc2)CCCC1	5	-7	1	0	0	-7	-1	-1	3	0
COc1ccc(C(=O)/C=C/Nc2cc(C)on2)cc1	-10	18	-4	-2	-3	-2	-4	11	-1	2
S=C(N/N=C/c1ccc(Br)cc1)N1CCCCC1	-4	17	17	-1	6	8	4	-2	1	-1
NC(=O)c1cccc2c(=O)oc3ccccc3c12	-1	-2	-2	-1	0	-3	4	2	-1	1
O=C1CSC(c2cccnc2)N1CC1CC1 (stereo not given)	2	0	-3	-2	3	4	-1	3	4	5

Single entries from above:
`COc1ccc(NC(=O)CCC(=O)Nc2nnc(C3CCCCC3)s2)cc1` in GC-B act: -5
`CC(C(=O)NC(=O)NC1CCCCC1)N1CCN(c2ccc(O)cc2)CC1` (stereo not given) in MBD2 inh: -8

Continuation.
SMILES	TCR-CD3 inh	TDP2 absorb	HTRA1 inh	rCAG binder	ABHD4 inh	GC-B act	PRMT1 inh	LEDGF integ inh	SIAE primary	MBD2 inh
C/C(=N\NC(=O)COc1ccc(C(C)(C)C)cc1)c1ccc2c(c1)OCCO2	-3	0	-27	-3	-2	-6	-1	-1	-1	-2
CC1(C(=O)NCc2ccccc2)CCC(=O)N1C1CCN(Cc2ccccc2)CC1 (stereo not given)	-1	10	x	-2	-4	-3	3	0	-7	1
COc1ccc(N2CCN(C(c3cccs3)C(C)NS(=O)(=O)c3ccccc3)CC2)cc1 (stereo not given)	-7	-10	-12	-3	0	-1	4	-2	3	0
O=C(COC(=O)c1cccc2ccccc12)Nc1ncc(C(F)(F)F)cc1Cl	-1	-3	-13	2	1	3	4	1	7	3
O=C(O)c1ccc2c(c1)ncn2C1CCCCC1	3	-5	2	1	10	0	2	-6	-4	5
